# Screens as filed in PubChem.
# EPAC2 agonist: activates human EPAC2 exchange factor | Q8WZA2 | AID 720711 | Potency, µM (series often up to 154 µM), for the others: top-dose activation, most hits filed as activators | hit rate 0.079% among 360,000 | EPAC2 activation, biochemical qHTS; response scale: 100% = 6.5 mM cAMP response; note: potency is the fitted concentration of half-maximal effect; nearly all actives have a fitted effect of over 50% in size
# Target sequence (Q8WZA2 whole entry, looked up): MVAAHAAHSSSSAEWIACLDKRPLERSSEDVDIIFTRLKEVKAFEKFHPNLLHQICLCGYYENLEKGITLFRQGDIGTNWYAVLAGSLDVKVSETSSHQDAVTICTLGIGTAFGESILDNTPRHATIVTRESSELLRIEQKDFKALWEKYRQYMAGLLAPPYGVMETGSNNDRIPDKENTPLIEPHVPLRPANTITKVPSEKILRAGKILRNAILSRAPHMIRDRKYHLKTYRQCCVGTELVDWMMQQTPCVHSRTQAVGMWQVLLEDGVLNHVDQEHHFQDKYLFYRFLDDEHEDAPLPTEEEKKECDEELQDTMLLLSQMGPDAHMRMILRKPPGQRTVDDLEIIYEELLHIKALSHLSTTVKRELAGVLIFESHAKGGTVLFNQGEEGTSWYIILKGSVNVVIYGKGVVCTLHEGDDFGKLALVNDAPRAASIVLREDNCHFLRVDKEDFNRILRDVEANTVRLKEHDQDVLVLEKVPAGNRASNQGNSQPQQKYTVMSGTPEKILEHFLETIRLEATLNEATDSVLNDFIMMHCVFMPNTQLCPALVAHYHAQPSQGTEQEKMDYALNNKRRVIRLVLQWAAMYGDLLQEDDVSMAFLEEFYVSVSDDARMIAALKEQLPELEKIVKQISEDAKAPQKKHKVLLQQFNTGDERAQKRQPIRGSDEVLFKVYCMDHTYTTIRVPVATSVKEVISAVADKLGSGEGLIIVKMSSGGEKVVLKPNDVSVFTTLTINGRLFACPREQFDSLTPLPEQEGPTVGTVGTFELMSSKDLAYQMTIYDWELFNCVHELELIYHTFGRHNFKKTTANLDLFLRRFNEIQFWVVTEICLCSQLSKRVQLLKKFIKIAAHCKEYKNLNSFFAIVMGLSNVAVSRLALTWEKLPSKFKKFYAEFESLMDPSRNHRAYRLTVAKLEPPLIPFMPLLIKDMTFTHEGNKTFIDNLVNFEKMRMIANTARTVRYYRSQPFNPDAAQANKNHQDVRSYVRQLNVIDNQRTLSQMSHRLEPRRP
#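 In this primary screen, activation is scored as increased exchange of BODIPY-GDP from Rap1B by 100 nM EPAC2, with 50 uM GDP as competitor. Signal is normalized to the 6.5 mM cAMP agonist control.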
# Akt phos inh: Akt phosphorylation inhibition. activity change, % for hits at 50 µM. hit rate 0.32% among 360,000. Neuro2A IGF-stimulated pAkt S473 HTRF, 20 min; active compounds read low; in the data active = activity change below about -80%; inconclusive = mostly about -51% to -80%; note: % is set by controls: 0 for no effect and ±100 for the full control effect
#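 Neuro2A cells (4,500/well, DMEM with 0.5% FBS) were treated with compound at a single 50 µM final concentration, stimulated with 6 nM IGF for 20 min at 37 °C, and lysed. Phospho-Akt Ser473 was read by HTRF as 665/615 ratio ×10^4.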
# EPAC2 antag: blocks human EPAC2 exchange factor | Q8WZA2 | EPAC2 GEF exchange of Rap1B-BODIPY-GDP, fluorescence | Potency, µM (highest dose often 114 µM), without a hit: top-dose activity, negative = inhibition, usual class: inhibitors | hit rate 0.18% among 360,000; note: potency is the fitted concentration of half-maximal effect; % is set by controls: 0 for no effect and ±100 for the full control effect; nearly all actives have a fitted effect of over 45% in size; many of its hits are not listed in these tables
# CCT modulator: changes cytosolic chaperonin activity; purified chaperonin ATPase assay, HTRF ADP detection, 30 min; activity change, % (concentration not given with the values), hits read low; hit rate 0.3% among 360,000; AID 651819; in the data active = activity change below about -30%; note: % is set by controls: 0 for no effect and ±100 for the full control effect
#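 TRiC (40 or 20 nM final, by batch activity) in 30 mM Tris pH 7.4, 100 mM KCl, 5 mM MgCl2, 1 mM DTT was treated with compound at 76 uM single dose, then 10 uM ATP, 30 min at 37 °C. ADP was read by HTRF Transcreener.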
# Nrf2 inh: blocks Nrf2 signaling | A549 ARE-Fluc reporter, luciferase luminescence, 18-24 h | Potency, µM (series often up to 46 µM), inactives show at the highest dose activity change, negative = inhibition, actives largely listed as inhibitors | hit rate 2.1% among 360,000; note: potency is the fitted concentration of half-maximal effect; % is set by controls: 0 for no effect and ±100 for the full control effect; nearly all actives have a fitted effect of over 60% in size
#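 Two sequential reads on A549 ARE_Fluc cells exposed to compound for 18-24 h: a CellTiter-Fluor fluorescence read for viability, then a luciferase luminescence read for Nrf2/ARE activity.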
# Nrf2 activator: activates Nrf2 signaling; AREc32 ARE-luciferase reporter (MCF7-derived line), luminescence, 24 h; Potency, µM (highest dose often 46.1 µM), for the others: top-dose activation, most hits filed as activators; hit rate 0.31% among 410,000; AID 624171; note: potency is the fitted concentration of half-maximal effect; % of control where 0% means no effect; nearly all actives have a fitted effect of over 65% in size
#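 For detection, Steady-Glo was added and plates sat 30 min at RT; before that, AREc32_Fluc cells grown overnight in OPTI-MEM/5% FBS had been treated with 23 nL compound for 24 hr at 37 deg C.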
# MmCpn inh: M. maripaludis TRiC chaperonin inhibition. Potency, µM (doses to about 76.9 µM), without a hit: at the top dose activity, negative = inhibition, most hits filed as inhibitors. AID 504842. hit rate 0.031% among 330,000. purified Mm-Cpn ATPase, ADP Transcreener TR-FRET; note: potency is the fitted concentration of half-maximal effect; % is set by controls: 0 for no effect and ±100 for the full control effect; nearly all actives have a fitted effect of over 80% in size
#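 Purified archaeal Mm-CPN (25nM final) preincubated 10 min at 37degC with compound, then 10uM ATP for 30 min at 37degC; ADP measured by HTRF Transcreener TR-FRET; buffer 30 mM TRIS pH 7.4, 100mM KCl, 5mM MgCl2, 1mM DTT.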
# TGFb inhibitor: blocks TGF-b signaling; HepG2 CAGA-GFP TGF-b/SMAD3 reporter, GFP fluorescence, 18 h; TGF-beta stimulated, 500 pg/mL final; Potency, µM (highest dose often 46.1 µM), inactives show at the highest dose activity, negative = inhibition, usual class: inhibitors; hit rate 1.2% among 410,000; note: potency is the fitted concentration of half-maximal effect; % is set by controls: 0 for no effect and ±100 for the full control effect; nearly all actives have a fitted effect of over 65% in size
#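 Smad-responsive CAGA-GFP expression was quantified in HEPG2 cells exposed to compounds and 500 pg/mL final TGF-beta for 18 h at 37 degrees C; unstimulated wells defined full inhibition.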
# A549 viability: counter-screen for Nrf2 inhibitors: cytotoxicity in A549 cells | A549 ARE-Fluc cells, CellTiter-Fluor viability, 18-24 h | Potency, µM (top dose mostly 46 µM), inactives show at the highest dose activity change, negative = cytotoxicity, hits mostly inhibitors | hit rate 0.16% among 390,000 | AID 504648; note: potency is the fitted concentration of half-maximal effect; % is set by controls: 0 for no effect and ±100 for the full control effect
#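 A549 ARE_Fluc cells in 5% FBS OPTI-MEM were exposed to compounds in concentration-response for 18-24 h at 37 deg C. Viability was read by CellTiter-Fluor fluorescence (Ex 405/Em 525) after 30 min, before the luciferase read.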
# * hit, by the source's call; i = inactive; ? = inconclusive; · = not tested or not shown. Unless noted, calls come from the whole dose curve; as a rule, active = well fitted curve in the direction sought with a large enough effect; inconclusive = small, poorly fitted or top-dose-only effect, or another doubt; inactive = no such curve, though single readings can be large; an effect the other way counts as inactive or inconclusive.
SMILES,EPAC2 agonist,Akt phos inh,EPAC2 antag,CCT modulator,Nrf2 inh,Nrf2 activator,MmCpn inh,TGFb inhibitor,A549 viability
COc1cccc(C(C(=O)NC2CCCC2)N(C(=O)c2ccco2)c2cccc(C(C)=O)c2)c1OC (centres undefined),14%,i,-12%,-1.6,2%,2.4%,0%,-1%,-1%
C[C@@H]1CNC(=O)c2c(C(=O)N[C@@H](Cc3c[nH]c4ccccc34)C(=O)OC(C)(C)C)ncn21,-5%,i,-7%,1.4,·,-0.7%,·,0%,·
COc1cc(N)c(Cl)cc1C(=O)OCC(=O)N1CCc2ccccc21,5%,i,6%,-0.6,2%,0.6%,1%,1%,2%
CCOC(=O)c1c(NC(=O)CSc2c[nH]c3ccccc23)sc2c1CCC2,19%,i,-12%,-2.2,?,6.0%,-10%,?,-1%
CCC(c1nnnn1C1CCCC1)N1CCN(c2ccccc2)CC1 (centres undefined),6%,i,-7%,-0.1,·,0.2%,-1%,-12%,-4%
CCOc1cc2[nH]c(=S)n(CCC(=O)NC3CCCCC3)c(=O)c2cc1OCC,-7%,i,5%,0.5,·,0.0%,·,2%,·
Cc1cc([N+](=O)[O-])ccc1NC(=O)c1sc2ncn(CC(=O)N3CCOCC3)c(=O)c2c1C,5%,i,0%,-1.1,-29%,0.5%,-2%,?,-1%
COc1ccc(CN2C(=O)c3ccccc3C2c2nnnn2Cc2ccccc2)cc1 (centres undefined),6%,i,-13%,-1.1,·,-0.1%,·,·,·
Cc1ccc(NC(=S)N/N=C/c2ccc(Cl)c([N+](=O)[O-])c2)cc1,-3%,i,5%,-1.6,5%,?,1%,-25%,-3%
CCOc1c(Cl)cc(CNc2ccc(N3CCCC3)cc2)cc1OC,5%,i,-12%,0.2,?,0.1%,-6%,?,?
O=C(Cc1ccc([N+](=O)[O-])cc1)Nc1nccs1,-2%,i,-4%,0.2,-4%,-0.7%,1%,-6%,14%
CC1(C)N=C(N)N=C(N)N1c1ccccc1,10%,i,7%,-3.0,·,0.4%,-8%,-29%,-16%
C[C@@]12CC(=O)NC1N(C(=O)c1cccc(C(F)(F)F)c1)C(c1ccccc1OC(=O)c1cccc(C(F)(F)F)c1)C2 (some centres undefined),-17%,i,-25%,-1.6,-27%,9.1%,0%,13µM*,-21%
COc1cccc(C(=O)C2CCCN(Cc3cn[nH]c3C3CCCCC3)C2)c1 (centres undefined),0%,i,-1%,-0.8,0%,1.4%,-8%,-13%,3%
CCc1ccccc1NC(=O)C/C(C)=N/NC(=O)COc1ccccc1C,-7%,i,-5%,-1.7,12%,7.2%,1%,9%,3%
COCCn1c(SCC(=O)NCc2ccc(OC)c(OC)c2)nc2ccccc21,2%,i,28%,3.8,-6%,-0.3%,0%,3%,1%
CCOCCCNC(=O)C1CCC(CNS(=O)(=O)c2ccc(OC)cc2)CC1 (centres undefined),3%,i,2%,-2.3,10%,-0.6%,-2%,4%,2%
Cc1nn(CC(O)Cn2c3c(c4ccccc42)CCN(C)C3=O)c(C)c1Br (centres undefined),-4%,i,-1%,-2.6,-13%,2.7%,-1%,-26%,·
COc1cccc(-n2ccn(CC(=O)NCCc3ccccc3)c(=O)c2=O)c1,1%,i,4%,0.4,6%,-0.7%,0%,1%,5%
Cc1ccc(/C=C2\SC(=S)N(CCCC(=O)Nc3cccc(C(=O)O)c3)C2=O)cc1,3%,i,-4%,0.4,?,-2.2%,1%,-2%,5%
O=C(CNC(=O)c1ccco1)OCC(=O)c1ccccc1,-2%,i,6%,-1.5,4%,-0.9%,0%,4%,2%
CC(C)Cc1ccc(C(=O)NCCOc2ccccc2)o1,6%,i,-26%,-7.3,?,-0.6%,2%,5%,9%
Cn1cc(CNCc2cn[nH]c2-c2ccc(F)cc2)c(-c2ccc3c(c2)OCCO3)n1,-2%,i,-7%,0.0,-7%,-0.1%,-1%,3%,-4%
CCOC(=O)C1(CCOC)CCN(Cc2cc3ccccc3s2)CC1,4%,i,-3%,-2.9,?,2.2%,-1%,-14%,1%
COc1ccc(N2CCN(C(=O)CN3C(=O)NC4(CCCCC4C)C3=O)CC2)cc1 (centres undefined),5%,i,5%,-1.0,-12%,2.7%,-1%,-6%,1%

# Profiles as entered above:
# Cc1ccc(/C=C2\SC(=S)N(CCCC(=O)Nc3cccc(C(=O)O)c3)C2=O)cc1 in the list: EPAC2 agonist = 3%; Akt phos inh = i; EPAC2 antag = -4%; CCT modulator = 0.4; Nrf2 inh = ?; Nrf2 activator = -2.2%; MmCpn inh = 1%; TGFb inhibitor = -2%; A549 viability = 5%
# COc1ccc(N2CCN(C(=O)CN3C(=O)NC4(CCCCC4C)C3=O)CC2)cc1 (centres undefined) in the list: EPAC2 agonist = 5%; Akt phos inh = i; EPAC2 antag = 5%; CCT modulator = -1.0; Nrf2 inh = -12%; Nrf2 activator = 2.7%; MmCpn inh = -1%; TGFb inhibitor = -6%; A549 viability = 1%

# The list goes on.
SMILES,EPAC2 agonist,Akt phos inh,EPAC2 antag,CCT modulator,Nrf2 inh,Nrf2 activator,MmCpn inh,TGFb inhibitor,A549 viability
O=C(CCn1ccnc1)Nc1nc2ccccc2[nH]1,4%,i,18%,-0.5,2%,-0.4%,-2%,1%,-4%
O=C(N[C@H]1C/C=C\C[C@@H](CC(=O)N(CCO)Cc2ccccc2)C(=O)N2CCC[C@H]2COC1=O)OCC1c2ccccc2-c2ccccc21,7%,i,-11%,0.5,-5%,-1.1%,-1%,12%,-2%
CC1=CCC2C(=O)N(c3nc4ccccc4n3C)C(=O)C2C1 (centres undefined),1%,i,9%,-13,13%,-0.1%,·,-1%,·
N#Cc1cccc(S(=O)(=O)NCCOc2ccccc2F)c1,10%,i,7%,-2.4,-7%,-0.1%,-1%,-16%,2%
Cc1cc(C(=O)NC2CC(C)(C)Cc3c2cnn3-c2cccc(F)c2)nn1C (centres undefined),9%,i,-3%,2.2,-4%,2.1%,0%,10%,5%
O=C(CSc1nnc(Cc2ccccc2)n1-c1cccc(Cl)c1)N1CCOCC1,3%,-132%*,3%,-1.3,17%,0.1%,-1%,?,3%
CCCCn1c(-c2ccc(F)c(F)c2)nc2cc3[nH]c(=O)c(C(C)C)nc3cc21,-4%,i,-21%,-1.0,-13%,0.4%,-3%,?,-3%
CSCCC(NC(=O)c1ccco1)C(=O)N1CCN(C(c2ccccc2)c2ccccc2)CC1 (centres undefined),9%,i,-13%,-5.3,-18%,0.6%,1%,-9%,-5%
CCc1ccc2nc(N(CCN(C)C)C(=O)/C=C/c3cccs3)sc2c1,-3%,i,-29%,2.4,12%,?,-6%,?,-3%
Cc1noc(C)c1COC(=O)[C@@H](NC(=O)c1ccccc1)C(C)C,3%,i,2%,-0.3,5%,0.0%,-2%,3%,12%
COc1ccc(Nc2cc(NCCCO)c([N+](=O)[O-])c3nonc23)cc1,9%,i,9%,-0.8,-8%,14%,1%,-14%,-13%
O=C1CN(C(=O)c2cccs2)c2ccccc2N1,9%,i,0%,-0.9,1%,-0.3%,1%,-29%,5%
CCCCCOC(=O)c1[nH]c2c(c1C)C(=O)CC(c1ccco1)C2 (centres undefined),-8%,i,-7%,-3.2,?,6.5%,0%,0.79µM*,-4%
Cc1ccc(S(=O)(=O)N(C)C[C@H]2Oc3ncc(-c4ccccc4)cc3C(=O)N([C@@H](C)CO)C[C@@H]2C)cc1,3%,i,-8%,1.0,·,-0.3%,·,-1%,·
COc1ccc(OC)c(NC(=O)c2cccc(NC(=O)c3ccccc3C(=O)O)c2)c1,11%,i,-3%,-0.8,5%,4.0%,1%,4%,-2%
CCOC(=O)Cc1cc(C(=O)Nc2ccc(Br)cc2)sc1-c1ccc(C)cc1,·,·,·,·,0%,0.6%,·,?,-1%
CCS(=O)(=O)C1=NSC2=NC(=O)/C(=C\c3ccc(OC(=O)c4ccco4)c(OC)c3)C(=N)N21,-10%,i,-10%,0.1,11%,4.8%,-1%,10%,-6%
CN(CC(=O)NCc1ccccc1)CC(=O)Nc1ccc(Cl)c(C(F)(F)F)c1,3%,i,-15%,-11,-15%,2.6%,-1%,?,-1%
Nc1nonc1C(=O)NCCNCc1ccccc1OCc1ccccc1F,3%,i,1%,-2.5,-17%,-0.3%,-1%,-2%,0%
NNC(=O)CN1C(c2ccc(Br)cc2)=Nc2ccc(Br)cc2C1c1ccccc1 (centres undefined),29%,i,1%,-0.4,-5%,2.0%,-9%,-5%,0%
Cc1ccsc1/C=N/n1c(-c2ccccc2)n[nH]c1=S,0%,i,-13%,-1.0,-10%,2.5%,0%,-4%,4%
CCCCc1ccc(Nc2ncccc2C#N)cc1,12%,i,-7%,-3.1,?,5.5%,-3%,-8%,-1%
NC(=NCCc1ccccc1)NS(=O)(=O)c1ccccc1F,8%,i,3%,0.6,0%,-0.5%,2%,-3%,-1%
Cc1ccc(NC(=O)c2nc(S(C)(=O)=O)ncc2N(Cc2ccco2)Cc2ccco2)cc1,·,·,·,·,-3%,11%,·,-8%,0%
CS(=O)(=O)N(Cc1ccccc1)c1ccccc1C(=O)N1CCN(c2ccccc2)CC1,-8%,i,-2%,-0.7,-24%,-0.4%,-1%,0%,-2%
Cc1sc2ncnc(N3CCC(C(=O)N(C)CC(=O)Nc4cccc(F)c4)CC3)c2c1C,10%,i,-3%,-4.1,·,-5.2%,·,-18%,·
O=C(CCCc1ccccc1)Nc1ccccc1[N+](=O)[O-],4%,i,-3%,-0.1,10%,5.6%,1%,11%,0%
CC(=O)N1N=C(c2ccc(NS(C)(=O)=O)cc2)CC1c1ccc2nccnc2c1 (centres undefined),3%,i,3%,-0.7,-16%,3.5%,0%,1%,-3%
O=C(C(O)c1ccccc1)N1N=C(c2ccccc2)CC1(O)C(F)(F)F (centres undefined),4%,i,-9%,-2.9,-14%,-0.2%,-5%,0%,14%
COc1cc2c(cc1OC)CN(C(=O)CCc1c[nH]c3ccccc13)[C@H](C(=O)O)C2,-5%,i,5%,0.6,-10%,-0.4%,?,7%,-3%

# The list is partial. The share of hits here may be higher or lower than overall.
